Screening data (PubChem)
CYP2C19 inh: inhibitors of human CYP2C19; CYP2C19 Supersomes, luciferin-H EGE luminescence, 30 min; inhibition, % at 5 µM; hit rate 21% among 96,000;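 active = CYP2C19 inhibition above a set limit at 5 µM in the primary screen, cut at about 50% in these data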;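 also: plate controls were negative control wells for no effect and 2.5 mM tranylcypromine positive control for full effect; values of inactives mirror those of a sister screen read the other way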
CYP2C9 inhib: blocks human cytochrome P450 2C9; hit rate 20% among 96,000; CYP2C9 Supersomes, luciferin-H conversion, luminescence; inhibition, % at 5 µM; P11712;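 active = blocking of liver enzyme CYP2C9 beyond about 50% at 5 µM, limit read from the data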; also: values of inactives mirror those of a sister screen read the other way
PLAP activator: activators of human placental alkaline phosphatase | P05187 | purified PLAP enzyme, luminescent substrate read-out; hits give high values | activation fold at 20 µM | hit rate 1.2% among 96,000; in the data active = activation fold above about 2
CD11b adhes enh: increases human CD11b/CD18 adhesion to fibrinogen; K562 CD11b/CD18 adhesion to fibrinogen, ATPlite luminescence; activation, % at 10 µM; hit rate 0.07% among 93,000; AID 1499;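 active = 10 µM primary screen giving 50% or more activity, confirmed by 40% or more on retest at that dose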; also: strong numbers were not always called active; reference of the scale not given here
Mac1 fbg inh: inhibitors of human CD11b/CD18 binding to fibrinogen. inhibition, % at 10 µM. hit rate 0.54% among 93,000. K562 CD11b/CD18 adhesion to fibrinogen, ATPlite luminescence; Mn2+ added to activate the integrin. P05107+P11215;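 active = primary inhibition of 50% or more at 10 µM, then 40% or more on retest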; also: some results filed as inactive read as strong as hits
MT1-MMP txn act: MT1-MMP promoter transcription activation. activation factor at 10 µM. AID 750. hit rate 0.16% among 86,000. HT1080 MT1-MMP promoter luciferase reporter, luminescence, overnight; hits give high values;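 active = activation factor of at least 2 for MT1-MMP transcription at 10 µM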
PTK2B oligo ant: Pyk2 (human) oligomerization antagonism; hit rate 0.83% among 99,000; AID 1347419; Q293 cells, Pyk2 FERM NanoBiT luminescence; hits give low values; z-score (the deposit names both 25 µM and 10 µM); Q14289;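 active = Z-score of -3 or lower, scaled per plate to the spread of control and sample wells; inactive = z-score above -3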;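 also: negative z-score means lost luminescence so less FERM oligomerization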
Target sequence (Q14289 whole entry, looked up): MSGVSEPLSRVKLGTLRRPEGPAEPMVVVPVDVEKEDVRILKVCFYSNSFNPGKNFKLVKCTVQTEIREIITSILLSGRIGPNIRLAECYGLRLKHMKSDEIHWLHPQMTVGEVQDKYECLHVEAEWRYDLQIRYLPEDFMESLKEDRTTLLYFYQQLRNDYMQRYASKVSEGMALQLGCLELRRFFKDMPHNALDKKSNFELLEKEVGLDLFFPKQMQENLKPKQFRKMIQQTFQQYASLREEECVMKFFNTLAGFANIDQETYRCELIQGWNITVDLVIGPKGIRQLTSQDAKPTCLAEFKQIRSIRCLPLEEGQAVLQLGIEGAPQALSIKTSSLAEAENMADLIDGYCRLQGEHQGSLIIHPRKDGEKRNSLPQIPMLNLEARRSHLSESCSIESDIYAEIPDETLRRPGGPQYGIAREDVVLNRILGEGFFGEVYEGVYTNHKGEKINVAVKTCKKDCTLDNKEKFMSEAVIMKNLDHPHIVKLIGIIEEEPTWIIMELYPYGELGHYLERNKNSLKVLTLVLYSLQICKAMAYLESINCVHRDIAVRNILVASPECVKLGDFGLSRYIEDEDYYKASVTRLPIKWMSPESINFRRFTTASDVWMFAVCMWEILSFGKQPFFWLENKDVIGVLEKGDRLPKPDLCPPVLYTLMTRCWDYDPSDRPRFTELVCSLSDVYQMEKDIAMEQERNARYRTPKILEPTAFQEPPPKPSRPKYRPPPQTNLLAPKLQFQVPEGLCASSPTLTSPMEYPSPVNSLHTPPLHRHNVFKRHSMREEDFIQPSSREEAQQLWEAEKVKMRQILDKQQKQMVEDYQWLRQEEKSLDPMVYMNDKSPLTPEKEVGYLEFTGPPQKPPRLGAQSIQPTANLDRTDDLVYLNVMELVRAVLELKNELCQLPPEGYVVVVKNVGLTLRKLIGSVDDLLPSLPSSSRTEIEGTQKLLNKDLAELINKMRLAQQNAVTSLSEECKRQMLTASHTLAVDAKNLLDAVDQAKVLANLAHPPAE
CYP2C19 activ: increases human CYP2C19 enzyme activity. activation factor at 5 µM. recombinant CYP2C19, luciferin-H EGE luminescence; hits give high values; 0 = fully inhibited enzyme, 1 = untreated enzyme. AID 1025. 96,000 tested, under 10 active. P33261;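 active = activation factor of at least 2 at 5 µM in the primary screen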;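 also: 0 = wells with 2.5 mM tranylcypromine and 1 = vehicle-only wells; values of inactives mirror those of a sister screen read the other way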
CYP2C9 activ: increases human cytochrome P450 2C9 activity. P11712. recombinant CYP2C9, luciferin-H conversion, luminescence; hits give high values; factor 1 = untreated enzyme, 0 = blocked. activation factor at 5 µM. hit rate 1.4% among 96,000;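 active = activation factor of 2 or more for CYP2C9 at a 5 µM dose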;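 also: 0 = sulfaphenazole-blocked wells and 1 = vehicle-only wells; values of inactives mirror those of a sister screen read the other way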
Starred values were filed as active, the others as inactive; . = not tested or not shown.

SMILES	CYP2C19 inh	CYP2C9 inhib	PLAP activator	CD11b adhes enh	Mac1 fbg inh	MT1-MMP txn act	PTK2B oligo ant	CYP2C19 activ	CYP2C9 activ
Cc1cc(S(=O)(=O)N2CCCC2C(=O)N2CCOCC2)c(C)cc1Cl (centres undefined)	63*	-199	1.5	-5	-43	1.1	0.49	0.4	3*
O=C(NCCCN=C1NS(=O)(=O)c2ccccc21)c1ccc(S(=O)(=O)N2CCOCC2)cc1	-9	19	1	4	-2	1	1.2	1.1	0.8
CC(C)(C#N)Nc1ccccc1	8	2	0.9	0	13	.	0.42	0.9	1
Cc1nc(CCNC(=O)Cc2ccc(Cl)cc2)cs1	56*	27	1.1	-5	10	.	.	0.4	0.7
Cc1ccc(-n2c(C)nc3c(cnn3-c3ccc(C)c(C)c3)c2=O)cc1C	7	5	1.5	28	8	.	.	0.9	0.9
CN(C)c1nc(C(=O)NN)nc(N(C)C)n1	-9	-34	0.8	4	2	1.3	-0.1	1.1	1.3
O=C(NCc1n[nH]c(=S)n1-c1cccc(Cl)c1)c1ccc(S(=O)(=O)N2CCCC2)cc1	42	61*	1.2	0	15	.	1.7	0.6	0.4
CCCCOCCCNC(=O)Cc1cccs1	43	19	1.3	0	4	1.1	0.36	0.6	0.8
COC(=O)c1ccccc1NC(=O)CSc1nnc(-c2cccc(NC(C)=O)c2)n1C	94*	39	1.3	0	-6	1.1	-0.38	0.1	0.6
COc1cccc(NC(=O)n2nc(N)cc2-c2ccc(Cl)cc2)c1	2	41	1	32	-11	1.2	.	1	0.6
OC(COc1cccc2ccccc12)CN1CCN(c2ccccn2)CC1 (centres undefined)	89*	19	1.5	3	0	1	-0.3	0.1	0.8
Cc1ccc(C(=O)/C=C/Nc2ccccc2C(N)=O)o1	13	20	1	-8	3	0.9	-0.25	0.9	0.8
COc1cccc(C2C3=C(CCCC3=O)Nc3nc(-c4cc(OC)c(OC)c(OC)c4)nn32)c1 (centres undefined)	62*	50	1.1	-2	8	1	0.83	0.4	0.5
CCC(NC(=O)c1ccc([N+](=O)[O-])cc1[N+](=O)[O-])c1ccccc1 (centres undefined)	48	9	0.8	2	3	.	1.3	0.5	0.9
Cc1ccc(S(=O)(=O)Cn2cnnn2)cc1	10	3	0.9	0	-2	1	-0.06	0.9	1
Cc1cc2c(=O)n(CC(=O)NCC(=O)N3CCN(Cc4ccccc4)CC3)cnc2s1	17	52*	1.5	2	-9	1.2	1	0.8	0.5
N#CCSc1nc2c(c(=O)n1Cc1ccccc1)C1(CCCC1)Cc1ccccc1-2	-19	37	0.7	-2	6	.	0.39	1.2	0.6
CC1(C)CC(=O)/C(=C(\O)c2ccccc2)C(=NCCO)C1	8	-8	1.1	4	-4	.	1.4	0.9	1.1
CCOC(=O)CCc1c(C)c2ccc(OCc3cc([N+](=O)[O-])ccc3OC)cc2oc1=O	22	24	0.9	-1	-8	.	0.88	0.8	0.8
O=C(O)CCCC(=O)NCc1ccccn1	1	2	0.9	-4	0	1	0.42	1	1
N#CC1=C(N)OC2=C(C(=O)CCC2)C1c1ccncc1 (centres undefined)	35	40	0.8	0	-4	1	-0.46	0.7	0.6
CCOc1ccc(N2CC(C(=O)NCCCN3CCOCC3)CC2=O)cc1 (centres undefined)	-12	-30	1	0	-24	1.2	0.06	1.1	1.3
CC1CCCCC12NC(=O)N(Cn1nnc3ccccc3c1=O)C2=O (centres undefined)	22	-11	1	-3	-15	1.1	-0.68	0.8	1.1
Cc1ccc(C)c2c1[nH]c1ccccc12	86*	3	0.9	-4	-6	1.2	0.36	0.1	1
Cc1nc(NNC(=O)c2ccccc2)cc(-c2ccccc2)n1	0	63*	.	-2	-6	1.3	-1.2	1	0.4

Reprinted from the part before: four compounds; new compounds follow.
SMILES	CYP2C19 inh	CYP2C9 inhib	PLAP activator	CD11b adhes enh	Mac1 fbg inh	MT1-MMP txn act	PTK2B oligo ant	CYP2C19 activ	CYP2C9 activ
CCOc1ccc(N2CC(C(=O)NCCCN3CCOCC3)CC2=O)cc1 (centres undefined)	-12	-30	1	0	-24	1.2	0.06	1.1	1.3
CC1CCCCC12NC(=O)N(Cn1nnc3ccccc3c1=O)C2=O (centres undefined)	22	-11	1	-3	-15	1.1	-0.68	0.8	1.1
Cc1ccc(C)c2c1[nH]c1ccccc12	86*	3	0.9	-4	-6	1.2	0.36	0.1	1
Cc1nc(NNC(=O)c2ccccc2)cc(-c2ccccc2)n1	0	63*	.	-2	-6	1.3	-1.2	1	0.4
O=C(CC12CC3CC(C1)CC(CC(=O)NC1=NCCS1)(C3)C2)NC1=NCCS1	-16	-10	0.9	8	-2	1.1	0.6	1.2	1.1
Cc1ccc(-n2c(C)cc(C)c(C#N)c2=O)cc1Cl	12	8	1	-2	-2	1.1	-0.33	0.9	0.9
C/C(CC(=O)Nc1ccccc1Br)=N\NC(=O)C(=O)N1CCCC1	-6	-3	1.2	-3	-3	.	1.1	1.1	1
Cc1noc(C)c1S(=O)(=O)N(C)CC(=O)NCc1ccccc1	5	-1	1.1	-2	30	1.1	1.2	0.9	1
CC1(C)CC(=O)c2cc(C(=O)N3CCN(CCO)CC3)c(=O)n(-c3ccc(Cl)cc3)c2C1	-9	-45	1	-5	4	.	0.55	1.1	1.4
CC(=O)c1sc2nc(SCC(=O)N3CCCCC3)[nH]c(=O)c2c1C	16	96*	1.1	2	-2	1.2	-0.55	0.8	0
COC(=O)c1cc(CN2CCN(c3ccccc3C)CC2)ccc1O	41	51*	1.6	-2	-2	1.3	-0.58	0.6	0.5
Cc1ccc(F)cc1NC(=O)C1CCN(c2cnccn2)CC1	44	5	1	0	9	1.1	0.25	0.6	1
C=CCOc1cccc(C2C(C(=O)c3ccc(C)o3)=C(O)C(=O)N2c2nccs2)c1 (centres undefined)	47	41	1	-5	23	1.2	-0.6	0.5	0.6
Cc1ccc(C(=O)Nc2cccc(C(=O)N3CCN(C)CC3)c2)cc1	18	15	1	0	0	1.3	0.21	0.8	0.9
CCOC(=O)C1CCCN(C(=O)c2cccs2)C1 (centres undefined)	39	18	0.8	-5	13	1	0.12	0.6	0.8
CCCn1c(C)cc(-c2csc(N)n2)c1C	30	-5	1.2	14	-14	1.2	0.56	0.7	1
CC(C)(CCl)C(=O)Nc1ccc(Sc2ccc(F)cc2)cc1	-1	85*	0.7	.	.	.	-1.3	1	0.2
COc1ccccc1N1CCN(S(=O)(=O)c2ccccc2)CC1	92*	86*	0.9	0	-2	1.2	-1.7	0.1	0.1
O=c1nc2ccccc2c2n1CC(CN1CCN(c3cccc(Cl)c3)CC1)N2 (centres undefined)	-15	-30	0.8	.	.	.	0.75	1.2	1.3
CCC(C)NS(=O)(=O)c1ccc(OCC(=O)Nc2ccc3c(c2)OCO3)cc1 (centres undefined)	17	31	1	-4	27	1.1	0.11	0.8	0.7
O=C(CC(NS(=O)(=O)c1ccc(Cl)cc1)c1ccco1)NCc1ccco1 (centres undefined)	61*	44	0.9	.	.	1	-0.53	0.4	0.6
N=C1C(c2nc3ccccc3[nH]2)=C(O)CN1c1ccc(F)cc1	13	13	1.2	2	2	1.2	0.04	0.9	0.9
CCCCOc1ccc(-c2nnn(C(C)C(=O)OCC)n2)cc1 (centres undefined)	49	68*	1.5	5	6	1.1	-0.07	0.5	0.3
COCCCN1C(=O)c2ccc(C(=O)Nc3ccc(OC)cc3OC)cc2C1=O	62*	39	1.1	3	-11	1.1	-0.06	0.4	0.6
O=S(=O)(c1ccc(OCC(O)CN2CCC(Cc3ccccc3)CC2)cc1)N1CCOCC1 (centres undefined)	31	30	1.9	1	-3	1	0.49	0.7	0.7
C(=N\n1cnnc1)/c1nc2ccccc2[nH]1	2	2	0.9	.	.	.	-0.52	1	1
Cc1ccc(-n2c(Cc3cccn3C)nnc2SCC(=O)N2CCN(c3ccccc3)CC2)cc1	25	30	1.5	-3	4	1.2	-0.07	0.8	0.7
COc1ccc(C(=O)Nn2cnc3ccccc3c2=O)c(OC)c1	24	-6	1	.	.	.	0.9	0.8	1.1
O=C(CN1C2CCC1CC(NC(=O)Nc1ccccc1)C2)NCc1ccco1 (centres undefined)	38	26	1.5	-3	-11	1.1	1	0.6	0.7

Next part:
SMILES	CYP2C19 inh	CYP2C9 inhib	PLAP activator	CD11b adhes enh	Mac1 fbg inh	MT1-MMP txn act	PTK2B oligo ant	CYP2C19 activ	CYP2C9 activ
O=c1c2cnn(-c3ccccc3)c2nc(-c2cccs2)n1-c1ccc(Cl)cc1	8	2	1.1	.	.	.	-2	0.9	1
Cc1cc(C)c(-c2noc(C(=O)OC(C)(C)C)c2C(=O)OC(C)(C)C)c(C)c1	16	12	1	.	.	.	-0.76	0.8	0.9
Cc1ccc(NC(=O)NC2C(NC(=O)Nc3ccc(C)cc3)N(C)C(=O)N2C)cc1 (centres undefined)	6	8	1.1	-4	8	1	0.01	0.9	0.9
S=C(Nc1ccccn1)c1ccccn1	66*	51*	2.4*	-2	4	1	0.04	0.3	0.5
CCOc1ccc(C2=[N+]([O-])C(C)(C)N(O)C2(C)C)cc1	-7	-3	0.9	.	.	1.1	-0.15	1.1	1
Cc1cc(Nc2c(C)cccc2C)n2nc(C)nc2n1	7	27	1.4	-2	-3	1	.	0.9	0.7
Cn1c(Cl)cnc1C1CC(=O)c2cc(Cl)ccc2O1 (centres undefined)	81*	46	1	1	-40	0.6	-0.42	0.2	0.5
CCOC(=O)Cn1c(=S)[nH]c2c(oc3ccc(Cl)cc32)c1=O	-2	76*	1	7	25	.	1.6	1	0.2
CS(=O)(=O)N(CC(=O)NC1CCCCCC1)Cc1ccccc1	87*	22	1.3	2	-11	1.1	-0.11	0.1	0.8
COC(=O)CSc1snnc1-c1ccc(Cl)cc1Cl	77*	36	1	-2	-10	0.9	0.69	0.2	0.6
CCn1c(=O)cc(SCC(=O)N2CCC(C)CC2)c2ccccc21	38	-170	1.2	9	-12	1.3	-0.4	0.6	2.7*
COc1ccc(Nc2ncc(C(=O)N3CCC(C(N)=O)CC3)c3ccccc23)cc1	17	-2	1.2	.	.	1	-0.2	0.8	1
CN(C(=O)C1CCCO1)c1nnc(-c2cnccn2)s1 (centres undefined)	10	12	1	-5	5	1.1	0.54	0.9	0.9
Cc1cc(C(=O)OCC(=O)N2CCN(c3ccccc3)CC2)c2ccccc2n1	39	-175	1.7	-1	2	1.1	0.57	0.6	2.8*
O=C(N1CCOCC1)N1CCN(C(c2ccccc2)c2ccccc2)CC1	21	-19	1.4	.	.	1	-0.66	0.8	1.2
CCCc1cc(C(=O)Nc2cc(C)nn2-c2ccccc2)no1	29	17	1	1	-2	1.2	.	0.7	0.8
Cc1onc(-c2ccccc2)c1C(=O)Nc1c(C)n(C)n(-c2ccccc2)c1=O	-8	-12	1	0	0	1.1	-0.53	1.1	1.1
CCCNC(=O)Nc1ccc2c(c1)nc(C)n2C	0	-12	1	2	4	1.4	-0.83	1	1.1
Cc1ccsc1C=Nc1ccc(O)cc1	-5	3	0.9	-3	13	1.2	-1.7	1	1
O=C(Nc1cccnc1)c1ccc(COCC(F)(F)F)cc1	42	20	0.8	-1	-6	1.3	0.37	0.6	0.8
O=c1[nH]c2c(cc1CNCCN1CCOCC1)c(-c1cccc(F)c1)nn2-c1ccccc1	4	20	2*	2	-7	1.1	.	1	0.8
COc1ccc(C2Sc3nncn3N2Cc2ccc(C#N)cc2)cc1 (centres undefined)	22	36	1.1	-5	-5	1.1	-1.1	0.8	0.6
O=C(Nc1nnc(C23CC4CC(CC(C4)C2)C3)s1)c1ccc(N2C(=O)CCC2=O)cc1	-5	6	1	2	-3	.	.	1.1	0.9
Cc1ccc(-c2cc(C#N)c(=O)n(Cc3c(Cl)cccc3Cl)c2)cc1	-18	-9	0.9	2	0	.	-0.42	1.2	1.1
Cc1cccc(N2CCN(C(=O)C(C)n3nc(C)n4c(cc5occc54)c3=O)CC2)c1C (centres undefined)	9	68*	1.6	-4	16	1	-0.4	0.9	0.3
